GRIN3A LBD mod = binders of NR3A ligand-binding domain, primary screen, biophysical, differential scanning fluorimetry, uHTS; Glutamate receptor ionotropic, NMDA 3A (GRIN3A) ligand-binding domain; NR3A LBD differential scanning fluorimetry, Tm shift; 0% = protein alone, 100% = glycine-bound protein; Tm shift relative to glycine control, % at 25 µM; 2.5% of 340,000 active; AID 1259313, 2017;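 active = melting temperature shift of at least 10% of the positive control shift, at one fixed dose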
MPTP block = mitochondrial permeability transition pore inhibitors, primary screen, biochemical, isolated mouse mitochondria, absorbance; 1.4% of 360,000 active; inhibition, % at 10 µM; Ca2+ swelling absorbance, 30 min;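 active = inhibition of 50% or more, scaled per plate between neutral and stimulator controls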;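 also: 0% = DMSO wells given calcium and 100% = 1 mM EGTA wells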
APOBEC3G inh = APOBEC3G DNA deaminase inhibitors, primary screen, biochemical, fluorescence, single-stranded DNA substrate, uHTS; recombinant A3G, ssDNA deamination FAM/TAMRA fluorescence; inhibition, % at 20 µM; 0.28% of 330,000 active; AID 493012, 2011;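 active = inhibition of at least 40% at 20 µM, with no more than 30% in the related APOBEC3A deaminase screen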;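 also: plate controls were DMSO wells with A3G for no effect and wells lacking A3G enzyme for full effect; some compounds called inactive have numbers as strong as hits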
Target sequence (Q9HC16 whole entry, looked up): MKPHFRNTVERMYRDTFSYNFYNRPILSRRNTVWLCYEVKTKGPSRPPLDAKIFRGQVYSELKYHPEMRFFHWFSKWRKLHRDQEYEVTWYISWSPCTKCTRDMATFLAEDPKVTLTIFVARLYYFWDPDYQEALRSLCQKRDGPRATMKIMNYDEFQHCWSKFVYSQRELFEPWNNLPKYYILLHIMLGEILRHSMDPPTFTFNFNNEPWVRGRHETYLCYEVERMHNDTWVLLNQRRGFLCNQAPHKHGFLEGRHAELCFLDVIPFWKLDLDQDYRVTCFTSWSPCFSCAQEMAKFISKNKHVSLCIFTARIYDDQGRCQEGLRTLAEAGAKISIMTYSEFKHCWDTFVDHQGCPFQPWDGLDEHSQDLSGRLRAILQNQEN
Gli-Sufu block = Gli-Sufu pathway antagonists, primary screen, luciferase luminescence, Sufu-KO-LIGHT cells, uHTS; Sufu-KO-LIGHT fibroblasts, Gli luciferase reporter luminescence; inhibition, % at 5 µM; 0.74% of 340,000 active; AID 588413, 2011;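 active = inhibition above about 55%, limit read from the data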;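 also: 0% = DMSO-treated cells and 100% = wells with medium but no cells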
EBI2 block = EBI2 receptor antagonists, beta-arrestin recruitment, primary screen, cell-based, luminescence, 7a,25-OHC stimulation, uHTS; G-protein coupled receptor 183 (Homo sapiens), P32249; 7a,25-OHC stimulated; inhibition, % at 5 µM; 0.81% of 360,000 active; AID 651636, 2012; in the data active = inhibition above about 38%;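 also: enzyme fragment complementation signal reports receptor beta-arrestin coupling in cells; 0% = agonist plus DMSO wells and 100% = wells without agonist; some results beyond the cut were filed as inactive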
A3A deaminase = APOBEC3A ssDNA deaminase inhibitors, primary screen, selectivity assay for APOBEC3G inhibitor project, biochemical, FAM/TAMRA oligo cleavage fluorescence; AID 493011, 2011; inhibition, % at 20 µM; 0.41% of 330,000 active; recombinant A3A, FAM/TAMRA ssDNA deamination fluorescence;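 active = at least 40% inhibition at 20 µM here, with at most 30% in a related deaminase screen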;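 also: plate controls were A3A with DMSO for no effect and wells lacking A3A enzyme for full effect; some results filed as inactive read as strong as hits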
Target sequence (P31941 whole entry, looked up): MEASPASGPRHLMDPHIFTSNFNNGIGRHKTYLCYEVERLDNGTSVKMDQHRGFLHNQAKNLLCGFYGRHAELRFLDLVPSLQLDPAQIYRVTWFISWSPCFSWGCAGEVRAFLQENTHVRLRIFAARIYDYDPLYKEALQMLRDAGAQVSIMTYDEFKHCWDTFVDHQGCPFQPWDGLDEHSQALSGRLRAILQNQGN
CCR6 antag = CCR6 receptor antagonists, primary screen, cell-based, CHO-K1, luminescence, beta-arrestin, uHTS; CHO-K1 CCR6 PathHunter beta-arrestin, CCL20-stimulated; C-C chemokine receptor type 6 (Homo sapiens), P51684; inhibition, % at 20 µM; 0.49% of 340,000 active; AID 493098, 2011;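 active = compounds whose inhibition of the agonist-driven luminescence signal at 20 µM reaches about 50%, limit read from the data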;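 also: cells stimulated with CCL20 at 14 nM final; plate controls were DMSO with CCL20 for no effect and DMSO without agonist for full effect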
CXCR6 inh = CXCR6 receptor inhibitors, primary screen, cell-based, beta-arrestin, luminescence, CHO-K1 PathHunter, 1536-well. C-X-C chemokine receptor type 6 (Homo sapiens), O00574. 0.36% of 360,000 active. inhibition, % at 20 µM; in the data active = inhibition above about 34%, passing the limit was not always enough;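 also: antagonist mode with CXCL16 agonist at 10 nM final; 0% = 10 nM CXCL16 with DMSO and 100% = unstimulated wells without agonist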
Target sequence (O00574 whole entry, looked up): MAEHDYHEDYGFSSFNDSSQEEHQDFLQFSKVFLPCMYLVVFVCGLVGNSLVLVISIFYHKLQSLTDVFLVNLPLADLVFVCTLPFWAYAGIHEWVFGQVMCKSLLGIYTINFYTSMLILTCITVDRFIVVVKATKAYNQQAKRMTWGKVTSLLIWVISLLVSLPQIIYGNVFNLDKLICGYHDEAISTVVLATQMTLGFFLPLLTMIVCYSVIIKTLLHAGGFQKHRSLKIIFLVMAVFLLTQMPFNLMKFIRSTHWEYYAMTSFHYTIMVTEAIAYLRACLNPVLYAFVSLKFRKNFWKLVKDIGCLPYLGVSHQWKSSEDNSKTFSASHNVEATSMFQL
An asterisk follows results filed as active; . = no result given.

1	Cc1ccccc1NC(=O)c1c(Cl)nc(C)c(Cl)c1C
2	Cc1ccc(NC(=O)C=NOCC(=O)Nc2cc(C)cc(C)c2)cc1
3	Cc1nc([N+](=O)[O-])cn1CC(=O)c1ccc(F)cc1
4	CCc1nc2oc3ccccc3c(=O)c2c(=O)n1-c1ccc(C)cc1
5	O=S(=O)(NCCc1csc(-c2cccnc2)n1)c1cc(F)ccc1F
6	CC1CC(C)CN(c2ncnc3c2cnn3C)C1 (centres undefined)
assay / compound	1	2	3	4	5	6
GRIN3A LBD mod	2	-4	-1	-1	1	-1
MPTP block	6.9	-0.8	-0.5	3.5	-0.1	0.8
APOBEC3G inh	3	-4	-9	26	-4	-6
Gli-Sufu block	14	12	5	-12	-23	-10
EBI2 block	-7	1	4	-6	-14	-3
A3A deaminase	-2	-2	-5	10	0	0
CCR6 antag	-2	-7	-4	-2	4	2
CXCR6 inh	-1	8	-5	12	-7	-1

7	CCCc1ccc(-c2cc(C(=O)NN3CCOCC3)c3ccccc3n2)cc1
8	Cc1cc(N2C(=O)C(O)=C(C(=O)c3cccs3)C2c2ccc(F)cc2)no1 (centres undefined)
9	O=[N+]([O-])c1ccccc1OCCN1CCCC1
10	CC(C)NC(=O)c1cc2nc(-c3ccco3)cc(C(F)(F)F)n2n1
11	COc1cc(C(=O)NCCC(=O)N2CCC3(CC2)NCCc2[nH]cnc23)cc(OC)c1OC
12	N/C(=N\N=Cc1ccc2c(c1)OCO2)NN=Cc1ccc2c(c1)OCO2
assay / compound	7	8	9	10	11	12
GRIN3A LBD mod	-1	-4	-1	0	1	0
MPTP block	-4.9	2.7	-1.2	-2.3	-1.9	3.0
APOBEC3G inh	-6	-8	-4	6	-7	.
Gli-Sufu block	-30	6	-6	1	6	-4
EBI2 block	2	-12	-2	-3	-8	4
A3A deaminase	1	-6	0	6	-6	.
CCR6 antag	10	8	-11	1	-1	16
CXCR6 inh	9	-3	-5	2	0	2

13	O=C(c1cccc(F)c1F)N1CCCC1
14	COC(=O)CCC(=O)COc1ccc(OC)cc1C#N
15	CN1C(=O)/C(=C/c2ccc(C(=O)NC3CCCC3)cc2)Oc2ccccc21
16	O=c1n(Cc2ccccc2)nc2n1-c1ccccc1SC2
17	CCc1nnc(NC(=O)c2nc3nccc(C)n3n2)s1
18	CC1(C)CC(NC(=O)N2c3ccccc3Sc3ccccc32)CC(C)(C)N1
assay / compound	13	14	15	16	17	18
GRIN3A LBD mod	2	-1	1	0	-1	-1
MPTP block	-1.3	-2.6	2.1	0.9	-1.3	-0.9
APOBEC3G inh	-2	-6	-6	-6	0	-7
Gli-Sufu block	-7	-24	-16	-11	0	11
EBI2 block	-11	2	-5	-3	-12	4
A3A deaminase	-2	-5	-3	-2	-1	-3
CCR6 antag	-1	6	1	5	-5	1
CXCR6 inh	-3	2	3	-2	-2	4

19	CC[C@]12c3[nH]c4cc(-c5ccco5)ccc4c3CCN1C(=O)[C@@H](CC(=O)NCc1ccco1)C[C@@H]2C(=O)N1CCN(C(=O)C2CC2)CC1
20	CC(C)(C)c1cc(C(=O)O)n(Cc2ccc(Cl)cc2Cl)n1
21	Cc1cc(C(=O)Nc2ncn(Cc3ccc(F)cc3)n2)ccc1[N+](=O)[O-]
22	Cc1onc(-c2ccccc2Cl)c1C(=O)NCC1CCCO1 (centres undefined)
23	NNc1nc2c(Cl)cccc2s1
24	O=C(Nc1ccccn1)C1CCCN1S(=O)(=O)c1ccc(Cl)cc1 (centres undefined)
assay / compound	19	20	21	22	23	24
GRIN3A LBD mod	-1	0	0	-1	0	2
MPTP block	11	4.6	0.7	0.5	-0.9	0.3
APOBEC3G inh	4	1	2	-4	-6	-4
Gli-Sufu block	4	8	3	-4	0	7
EBI2 block	-10	-12	-3	-13	-7	3
A3A deaminase	3	4	2	-1	-4	-2
CCR6 antag	-1	6	5	6	22	1
CXCR6 inh	3	-1	-7	-8	1	5

25	O=C(COC(=O)CC1CC2CCC1C2)NC(=O)NCc1ccco1 (centres undefined)
26	Cc1nc2ccccc2nc(C)c1=NOCc1ccc(Cl)cc1Cl
27	COc1ccc(C(=O)Nc2nc3ccc(S(C)(=O)=O)cc3s2)cc1
28	COc1ccc(C(=O)COc2cccc(NC(=O)c3ccco3)c2)cc1
29	CCc1cc2c(SCC(=O)c3ccc(Cl)s3)ncnc2s1
30	COc1ccc(OC)c(/C=N/NC(=O)CC2C(=O)NN=C2C)c1 (centres undefined)
assay / compound	25	26	27	28	29	30
GRIN3A LBD mod	1	0	10*	-20	-5	0
MPTP block	14	6.5	1.0	-0.4	2.3	-0.8
APOBEC3G inh	1	5	1	-7	-8	-2
Gli-Sufu block	5	4	-5	-2	-23	6
EBI2 block	1	6	-11	3	5	4
A3A deaminase	0	2	4	-9	4	11
CCR6 antag	28	13	-1	1	14	-6
CXCR6 inh	0	10	-2	-2	2	0

31	Fc1ccccc1C(c1nnnn1Cc1ccc2c(c1)OCO2)N1CCN(Cc2ccco2)CC1 (centres undefined)
32	COc1ccc(NC(=O)c2sc(Cl)nc2-c2ccccc2)cc1
33	N#CCCn1cc(C(=O)Nc2ccc([N+](=O)[O-])cc2)c(-c2cc3ccccc3o2)n1
34	N#Cc1nc(COc2ccccc2Cl)oc1NCc1cccnc1
35	Cc1ccc(S(=O)(=O)NCc2ccccc2C)cc1
36	Nc1c(N(Cc2ccco2)C(=O)COc2ccc(Cl)cc2)c(=O)[nH]c(=O)n1Cc1ccccc1
assay / compound	31	32	33	34	35	36
GRIN3A LBD mod	-3	-8	14*	5	0	-4
MPTP block	-2.5	1.3	1.6	3.4	0.6	1.6
APOBEC3G inh	-1	-2	-1	-5	-7	.
Gli-Sufu block	-13	7	17	-1	2	-3
EBI2 block	4	1	11	-1	11	-3
A3A deaminase	-1	0	-1	-1	-2	.
CCR6 antag	4	11	5	-1	9	17
CXCR6 inh	6	-1	26	-5	8	-2

37	CC(=O)Nc1ccc(SC[C@H](Cc2ccccc2)N2CC[C@@H](O)CCC2=O)cc1
38	COc1cc(NC(=O)c2ccc(COCC(F)(F)F)o2)cc(OC)c1OC
39	CCn1c(SCC(=O)c2cccs2)nnc1-c1ccco1
40	COCCNc1nc(-c2cc(C)n(CCc3ccc(OC)cc3)c2C)cs1
41	Cc1ccc(CN(C(=O)COc2ccc(C)c(C)c2)C2CCS(=O)(=O)C2)o1 (centres undefined)
42	O=C(COc1ccc(S(=O)(=O)N2CCOCC2)cc1Cl)NC1CC1
assay / compound	37	38	39	40	41	42
GRIN3A LBD mod	6	1	-1	2	-2	-1
MPTP block	-1.6	-0.5	-2.5	-0.5	2.1	-1.2
APOBEC3G inh	-2	-6	-4	18	-4	-7
Gli-Sufu block	-11	4	-10	14	7	24
EBI2 block	-2	-10	-2	3	1	3
A3A deaminase	3	-3	-2	0	-4	-4
CCR6 antag	-5	9	2	12	8	4
CXCR6 inh	-6	-20	-16	6	3	-4

43	Cc1ccc(C(=O)N/C(=C/c2ccc(-c3ccc(Br)cc3)o2)C(=O)NC2CCS(=O)(=O)C2)cc1 (centres undefined)
44	[N-]=[N+]=N[C@@H](CCN1CC[C@H](NC(=O)OCc2ccccc2)CCC1=O)c1ccccc1
45	CCc1ccccc1NC(=S)N(CCc1ccncc1)C(C)C
46	Cc1ccccc1NC(=O)COC(=O)CN1C(=O)NC(C)(C)C1=O
47	O=C(Nc1ccc(Oc2ccc(C(F)(F)F)cn2)c(Cl)c1)C1CC1
48	Cc1ccc(C(C)C)c(OCCCCN2CCNCC2)c1
assay / compound	43	44	45	46	47	48
GRIN3A LBD mod	0	-2	-2	2	-5	6
MPTP block	2.3	-0.3	0.9	-1.2	0.1	1.3
APOBEC3G inh	-5	-3	-4	0	-5	0
Gli-Sufu block	-4	14	19	-6	13	13
EBI2 block	-7	1	-3	-1	13	-2
A3A deaminase	-2	0	7	4	-2	-3
CCR6 antag	-1	12	2	0	0	-5
CXCR6 inh	-2	0	-6	-3	-1	-2

Shown with two lines to a compound: 2 of the compounds above.
The line under a structure holds: GRIN3A LBD mod, MPTP block, APOBEC3G inh, Gli-Sufu block, EBI2 block, A3A deaminase, CCR6 antag, CXCR6 inh
47: O=C(Nc1ccc(Oc2ccc(C(F)(F)F)cn2)c(Cl)c1)C1CC1
→ -5, 0.1, -5, 13, 13, -2, 0, -1
48: Cc1ccc(C(C)C)c(OCCCCN2CCNCC2)c1
→ 6, 1.3, 0, 13, -2, -3, -5, -2

An excerpt from above in order of length of the SMILES, highest first.
44	[N-]=[N+]=N[C@@H](CCN1CC[C@H](NC(=O)OCc2ccccc2)CCC1=O)c1ccccc1
41	Cc1ccc(CN(C(=O)COc2ccc(C)c(C)c2)C2CCS(=O)(=O)C2)o1 (centres undefined)
47	O=C(Nc1ccc(Oc2ccc(C(F)(F)F)cn2)c(Cl)c1)C1CC1
45	CCc1ccccc1NC(=S)N(CCc1ccncc1)C(C)C
48	Cc1ccc(C(C)C)c(OCCCCN2CCNCC2)c1
assay / compound	44	41	47	45	48
GRIN3A LBD mod	-2	-2	-5	-2	6
MPTP block	-0.3	2.1	0.1	0.9	1.3
APOBEC3G inh	-3	-4	-5	-4	0
Gli-Sufu block	14	7	13	19	13
EBI2 block	1	1	13	-3	-2
A3A deaminase	0	-4	-2	7	-3
CCR6 antag	12	8	0	2	-5
CXCR6 inh	0	3	-1	-6	-2

(continued)
49	Cc1ccc2c(C)c(C(=O)N3CCN(c4cnccn4)CC3)oc2c1C
50	O=C(CCl)Nc1c[nH]c(=O)[nH]c1=O
51	Cc1ccc(Nc2nc(CSc3nnc(-c4ccc(F)cc4)n3C)cs2)cc1
52	N#Cc1nc(-c2ccccc2F)oc1N1CCN(C(=O)c2ccco2)CC1
53	CCOc1ccccc1OCC(=O)NNC(=O)Cn1cnc2c1c(=O)n(C)c(=O)n2C
54	O=C(CCN1C(=O)c2cccc3cccc(c23)C1=O)NC1CCS(=O)(=O)C1 (centres undefined)
assay / compound	49	50	51	52	53	54
GRIN3A LBD mod	1	0	-9	1	-3	-3
MPTP block	-0.9	0.8	0.8	1.7	-0.7	-1.0
APOBEC3G inh	-7	.	-9	-8	-12	-7
Gli-Sufu block	-1	7	-30	-2	7	-7
EBI2 block	32	0	7	-7	-3	5
A3A deaminase	-1	.	-4	-3	-2	-2
CCR6 antag	7	-4	13	18	7	8
CXCR6 inh	-15	1	-11	0	0	0

55	CN(C)c1nc(-c2ccccc2)nnc1C(F)(F)F
56	CCOC(=O)C1C(=O)C=C(c2ccc(C)cc2)CC1c1ccco1 (centres undefined)
57	Cc1ccc(C2(c3ccccc3)NC(=O)N(CC(=O)NC3CCS(=O)(=O)C3)C2=O)cc1C (centres undefined)
58	COc1cccc(CC2(CO)CCN(S(=O)(=O)c3ccc(OC)cc3OC)CC2)c1
59	O=C1COc2ccc(S(=O)(=O)N3CCc4ccccc43)cc2N1
60	CCOC(=O)c1ccc(NS(=O)(=O)c2cc(-c3nnnn3C(C)C)ccc2OC)cc1
assay / compound	55	56	57	58	59	60
GRIN3A LBD mod	3	-1	0	-3	1	-6
MPTP block	-0.5	1.8	-0.4	0.4	0.4	3.1
APOBEC3G inh	-2	-1	-2	-1	-1	-5
Gli-Sufu block	-4	-2	4	10	5	-1
EBI2 block	8	32	-4	-7	-5	-1
A3A deaminase	-7	0	1	-3	5	-2
CCR6 antag	2	18	5	10	6	13
CXCR6 inh	2	8	2	-6	-4	-2

Compound activity deposited in PubChem by Sanford-Burnham Center for Chemical Genomics.

Random draw from the library; overall some 5.8% were active at least once.
